# NTR1 agonist – agonists of NTR1, primary screen, imaging, U2OS cells, beta-arrestin-GFP, high content (AID 493036); P30989; NTR1-U2OS beta-arrestin-GFP spot imaging, agonist mode; activation, % at 20 µM; 330,000 tested, 0.17% active;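 active means activation at or above 40% of the spot to cytoplasm intensity ratio, with at least 20 cells analyzed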;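 further: 0% = DMSO without peptide and 100% = 100 nM NTR1 peptide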
# Target sequence (P30989 whole entry, looked up): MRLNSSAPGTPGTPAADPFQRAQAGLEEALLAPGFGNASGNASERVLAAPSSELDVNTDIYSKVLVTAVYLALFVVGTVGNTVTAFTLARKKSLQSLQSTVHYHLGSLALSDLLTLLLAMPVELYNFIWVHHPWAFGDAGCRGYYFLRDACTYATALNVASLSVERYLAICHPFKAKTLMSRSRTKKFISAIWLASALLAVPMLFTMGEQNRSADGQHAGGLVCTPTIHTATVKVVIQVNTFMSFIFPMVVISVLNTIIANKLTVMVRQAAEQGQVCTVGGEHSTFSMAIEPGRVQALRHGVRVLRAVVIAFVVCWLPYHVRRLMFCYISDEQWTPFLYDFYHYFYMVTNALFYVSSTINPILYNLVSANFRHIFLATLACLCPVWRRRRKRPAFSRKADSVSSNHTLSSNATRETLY
# T cell HTS – modulates CD8 T cell binding to vesicles; 2C CD8+ T cell-vesicle binding, flow cytometry; hits give low values; calls only at 7 µM; 330,000 tested, 0.068% active;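 active means response, share of CD8 T cells binding vesicles, and their 90th percentile fluorescence all below set limits, cut at about 80% in these data, passing the limit was not always enough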
#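 Assay system – 2C mouse CD8+ T cells · Also added – QL9-loaded Drosophila micro-vesicles · Timing – Cell–vesicle co-incubation 1.5 h at 37 °C, staining 20 min on ice · Signal – flow cytometry of vesicle-bound cells · Measure – percent CD8+ FL2 mean versus row control · Controls – Peptide-free naked vesicles (low) and QL9 vesicles with 0.7% DMSO vehicle (high)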
# MgcRacGAP inhibition – MgcRacGAP GTPase-activating activity inhibitors, confirmation, biochemical, ADP Hunter fluorescence | MgcRacGAP-stimulated Rac1 GTP hydrolysis, ADP Hunter fluorescence; higher % means a stronger effect; GST-tagged Rac1 F28L mutant substrate | inhibition, % at 30 µM, or IC50 in µM where a hit was titrated | 340,000 tested, 0.6% active | AID 624330;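 active means first-screen hits whose inhibition reached a set limit at any dose in the follow-up dose series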;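 further: fluorescence reports GDP produced by GAP-driven GTP hydrolysis; strong numbers were not always called active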
# T cell HTS vesicle-bound % – recorded beside T cell HTS, whose call it bears; double positive events, %; measured here: CD8+ vesicle-bound cell fraction;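 binding gate set so that unloaded-vesicle control wells show 10% double positive cells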
# NTR1 agonist cell count 20 µM – recorded beside NTR1 agonist, whose call it bears; cell count; measured here: cell count, cytotoxicity flag
# * = called active by the depositor; i = inactive.
# Order of values: MgcRacGAP inhibition	T cell HTS	NTR1 agonist cell count 20 µM	T cell HTS vesicle-bound %	NTR1 agonist
O=C1N[C@@H](Cc2ccccc2)COC(=O)[C@H](Cc2ccc(F)cc2)C/C=C\C[C@H]1CC(=O)N(CCO)Cc1ccccc1
  11%	i	55	15	9.0
CCCCN(C(=O)c1ccc(-c2ccc([N+](=O)[O-])cc2)o1)c1c(N)n(CC(C)C)c(=O)[nH]c1=O
  1%	i	80	43	-1.7
O=C(O)c1cc(S(=O)(=O)N2CCCCC2)ccc1N1CCCCC1
  2%	i	70	26	0.3
C[C@H](CO)N1C[C@H](C)[C@@H](CN(C)C(=O)Nc2ccc(C(F)(F)F)cc2)Oc2c(NC(=O)Nc3ccccc3)cccc2C1=O
  0%	i	69	4	6.9
CC(C)N(C(=O)[C@H]1CC(CC(=O)NCCCN(C)C)C(=O)N2CCc3c([nH]c4ccccc34)[C@]12C)C(C)C (stereo not given in full)
  0%	i	48	15	1.2
CCC(=O)c1ccc(OC(=O)c2ccc(Br)o2)cc1
  9%	i	55	24	-1.0
O=S(=O)(Nc1cccc(S(=O)(=O)N2CCCC2)c1)c1cccs1
  3%	i	61	25	3.5
CC1CCCCC12NC(=O)N(CC(=O)OCC(=O)N(C)C1CCCCC1)C2=O (stereo not given)
  3%	i	42	7	-1.7
O=C(O)/C(=C\c1ccc(C(F)(F)F)cc1)c1ccc(S(=O)(=O)N2CCCC2)s1
  7%	i	59	39	0.7
Cc1ccc(S(=O)(=O)N2CCCCC2)cc1C(=O)N1CCCCCC1
  4%	i	56	30	1.5

# Compounds above that have a furan ring, fused or not, in the order listed:
# Order of values: MgcRacGAP inhibition	T cell HTS	NTR1 agonist cell count 20 µM	T cell HTS vesicle-bound %	NTR1 agonist
CCCCN(C(=O)c1ccc(-c2ccc([N+](=O)[O-])cc2)o1)c1c(N)n(CC(C)C)c(=O)[nH]c1=O
  1%	i	80	43	-1.7
CCC(=O)c1ccc(OC(=O)c2ccc(Br)o2)cc1
  9%	i	55	24	-1.0

# Next section.
# Order of values: MgcRacGAP inhibition	T cell HTS	NTR1 agonist cell count 20 µM	T cell HTS vesicle-bound %	NTR1 agonist
CSc1ccccc1NC(=O)COC(=O)/C=C/c1ccco1
  1%	i	47	50	1.6
O=C(c1cnn(C(=O)c2ccccc2F)c1)c1ccccc1O
  4%	i	51	28	0.5
COc1ccc(NC(=O)c2cccc(S(=O)(=O)NCc3ccccc3)c2)cc1S(N)(=O)=O
  6%	i	92	50	-1.3
COc1ccccc1C(=O)NC(=O)COC(=O)CNC(=O)c1ccccc1F
  2%	i	55	46	-1.1
O=C(CN1CCN(c2ccc(F)cc2)CC1)N(C1CCCC1)C1CCS(=O)(=O)C1 (stereo not given)
  4%	i	73	4	-2.3
C#CCCc1ccccc1/C=[N+](/C)[O-]
  3%	i	64	19	-1.2
CN(CC(=O)Nc1ccccc1Cl)C(=O)c1ccc(Cl)c(S(=O)(=O)N2CCCCCC2)c1
  -1%	i	59	38	0.3
CC(C)(C)OC(=O)C[C@@H]1C/C=C\C[C@H](CC(=O)N(CCO)Cc2ccccc2)C(=O)NC[C@@H](c2ccccc2)OC1=O
  4%	i	65	34	-1.8
COc1ccc(C(CNC(=O)C2CC(=O)N(Cc3ccccc3)C2)N2CCOCC2)cc1 (stereo not given)
  -4%	i	96	27	0.0
C[C@H](CO)N1C[C@H](C)[C@H](CN(C)S(=O)(=O)c2cn(C)cn2)Oc2ccc(NC(=O)Nc3ccc(C(F)(F)F)cc3)cc2CC1=O
  4%	i	67	1	-1.5
CC1CCCN(C(=O)COC(=O)C2=COCCO2)C1 (stereo not given)
  3%	i	72	38	0.2
CNc1snc(C)c1C(=O)OCC(=O)c1ccc(Cl)cc1
  -2%	i	61	32	-2.8
COc1cc(C)cc(OC)c1OCC(=O)Nc1cc(C)on1
  3%	i	70	14	-0.1
O=C(/C=C/c1ccc(Cl)c([N+](=O)[O-])c1)NCc1cccnc1
  10%	i	41	36	-1.0
CCOC(=O)c1nc(C(=O)NCc2ccc(C)cc2)nc2ccccc12
  8%	i	76	27	1.0
COc1ccc2c(CC(=O)N3CCN(S(=O)(=O)c4ccc(F)cc4)CC3)coc2c1
  1%	i	59	38	3.4
O=C(COc1ccc(F)cc1Cl)Nc1cccc(S(=O)(=O)N2CCCC2)c1
  7%	i	63	34	0.8
COC(=O)[C@@H](CC(C)C)NS(=O)(=O)N(Cc1ccccc1)[C@@H](CC(C)C)C(=O)OC
  3%	i	57	19	1.0
CCC(C(=O)OCC(=O)c1ccc(OC)cc1OC)c1ccccc1 (stereo not given)
  6%	i	70	36	5.3
Cc1cc(C(=O)COc2ccccc2Cl)c(C)n1C1CC1
  3%	i	49	28	2.3

# Single records (already shown). Order of values: MgcRacGAP inhibition | T cell HTS | NTR1 agonist cell count 20 µM | T cell HTS vesicle-bound % | NTR1 agonist
# `COc1cc(C)cc(OC)c1OCC(=O)Nc1cc(C)on1` is listed with 3% | i | 70 | 14 | -0.1
# `Cc1cc(C(=O)COc2ccccc2Cl)c(C)n1C1CC1` is listed with 3% | i | 49 | 28 | 2.3
# `CCC(C(=O)OCC(=O)c1ccc(OC)cc1OC)c1ccccc1` (stereo not given) is listed with 6% | i | 70 | 36 | 5.3

# Next structures follow:
# Order of values: MgcRacGAP inhibition	T cell HTS	NTR1 agonist cell count 20 µM	T cell HTS vesicle-bound %	NTR1 agonist
CC1(C)CC2CC(C)(CN2C(=O)COC(=O)c2ccccc2C(F)(F)F)C1 (stereo not given)
  7%	i	65	7	8.7
Cc1cc(C(=O)CSc2ncnc3ccccc23)c(C)n1C1CC1
  3%	i	55	25	5.1
Cc1ccc(C(=O)C2C(c3ccc(-c4ccccc4[N+](=O)[O-])o3)NC(=O)NC2(O)C(F)(F)F)cc1 (stereo not given)
  6%	i	46	29	3.6
O=C(Nc1cccc(Br)c1)c1ccc2c(c1)SC1=NS(=O)(=O)CCN12
  2%	i	60	35	1.9
Cc1ccc(C(=O)N[C@H](C(=O)NC2CCCCC2)C(C)C)cc1
  2%	i	48	4	0.1
COc1ccccc1C(=O)OCC(=O)Nc1cccc(S(=O)(=O)NC2=NCCCCC2)c1
  4%	i	63	48	1.4
CC(C)Cn1c(N)c(C(=O)COC(=O)c2ccc(Br)cc2)c(=O)n(C)c1=O
  7%	i	66	58	6.1
Cc1cnc(C(=O)OCC(=O)NC(C)c2ccccc2)cn1 (stereo not given)
  3%	i	62	50	0.9
O=c1oc(CCCO)cc2ccc(/C=C/c3cccc([N+](=O)[O-])c3)cc12
  6%	i	49	22	4.2
O=C(COC(=O)c1ccc([N+](=O)[O-])cc1)NC12CC3CC(CC(C3)C1)C2
  3%	i	51	28	1.4
COC(=O)[C@H](CCSC)NC(=O)Cn1cnc2c(OCc3ccccc3)ncnc21
  5%	i	51	17	-1.7
COc1ccc([C@H]2CC(=O)C=C(c3cccc(Cl)c3)C2)cc1OC
  4%	i	63	16	-0.5
CCN(CC(=O)Nc1ccc(NC(C)=O)cc1)C(=O)CN1C(=O)C2CCCCC2C1=O (stereo not given)
  -2%	i	54	33	0.1
COc1ccc(C(=O)N2CCNC(=O)C2)cc1S(=O)(=O)Nc1ccc(Br)cc1
  5%	i	74	34	-2.2
O=C(COC(=O)c1cc(=O)c2ccccc2o1)Nc1ccccc1F
  -2%	i	64	2	-1.9
CCOC(=O)[C@H]1[C@H]2COc3ccccc3[C@@H]2N2C(=O)CN(Cc3ccc(C)cc3)C(=O)[C@@]12C
  6%	i	63	16	1.6
COc1ccc(/C=C/c2c(-c3ccc(OC)cc3)oc(=O)c3cc(OC)c(OC)cc23)cc1
  7%	i	63	43	1.0
COC(=O)[C@]1(Cc2ccccc2)N[C@H](CN(C)C(C)=O)[C@@H]2C(=O)N(Cc3ccccc3)C(=O)[C@@H]21
  7%	i	60	12	1.6
CCOc1ccc(S(=O)(=O)N2CCCCC2)cc1NC(=O)C1COc2ccccc2O1 (stereo not given)
  1%	i	53	19	-0.3
O=C(NCc1ccccc1)C1(CC2CC(c3ccccc3)=NO2)CCNCC1 (stereo not given)
  3%	i	52	34	2.4
CCOc1ccccc1OCCCC(=O)NNC(=O)c1ccc(F)cc1
  6%	i	65	2	-0.8
O=C(NCc1cccc(Cl)c1)c1cccc(S(=O)(=O)N2CCCC2)c1
  13%	i	55	21	0.2
COc1ccc(C(=O)C(C)OC(=O)c2sc(C)nc2C)cc1 (stereo not given)
  2%	i	68	33	-0.5
Cc1cc(C(=O)C(C)OC(=O)c2ccc(NC(=O)CC#N)cc2)c(C)n1-c1ccc(OC(F)F)cc1 (stereo not given)
  6%	i	47	35	1.9
Cn1c(N)c(C(=O)COC(=O)c2ccc(-c3ccccc3)cc2)c(=O)n(C)c1=O
  6%	i	60	16	26
Cc1ccc(O)c(NC(=S)NC(=O)c2ccc(-c3ccc(Cl)cc3)o2)c1
  12%	i	21	55	21
COc1cc(/C=C/C(=O)O)cc(S(=O)(=O)NNC(=O)c2cc(C)oc2C)c1OC
  1%	i	59	41	1.1
Cc1ccc(-n2nnnc2Sc2nc([N+](=O)[O-])nn2C)c(C)c1
  11%	i	44	36	-1.0
COc1ccc(C(=O)NCC(=O)OCC(=O)Nc2ncc(Cl)cc2Cl)cc1[N+](=O)[O-]
  8%	i	53	35	0.9
CC1(C)C[C@H]2C3=CCC4[C@@]5(C)CC[C@H](O)[C@](C)(CO)C5CC[C@@]4(C)[C@]3(C)CC[C@@]2(C)[C@H](O)[C@@H]1O (stereo not given in full)
  -3%	i	70	12	0.5
CC1CCCCC1NS(=O)(=O)c1ccc2c(c1)CCC(=O)N2 (stereo not given)
  1%	i	92	24	0.3
C#CCCC/C(=C\C(=O)N(C)[C@H](C(=O)N(C)[C@H](C(=O)N(C)[C@H](C(=O)N(C)[C@H](C(N)=O)C(C)C)C(C)C)C(C)C)C(C)C)OC
  0%	i	47	12	-4.1
Cc1ccc(NC(=O)Cc2ccsc2)cc1S(=O)(=O)N1CCOCC1
  6%	i	47	12	0.5
CCc1cc2c(SCC(=O)NC3CC3)ncnc2s1
  -4%	i	69	20	-0.5
O=C(O)c1cccc2c1C(=O)c1ccc(-c3ccc(F)cc3F)cc1S2(=O)=O
  6%	i	51	38	1.4
N#Cc1c(NC(=O)COC(=O)c2ccc(O)cc2O)sc2c1CCC2
  4%	i	55	41	-1.6
O=C(NC(=S)Nc1ccccc1OC(F)F)c1ccc2c(c1)OCO2
  2%	i	52	22	8.8
CCN(Cc1ccccc1)C(=O)COC(=O)[C@@H]1CCCN1C(=O)c1cccs1
  5%	i	54	41	-0.6
O=C(OCC(=O)N1CCOCC1)c1cc(-c2ccccc2)nc2ccccc12
  -5%	i	62	30	1.2
CCN(C[C@H]1N[C@@](Cc2ccccc2)(C(=O)OC)[C@H]2C(=O)N(C)C(=O)[C@@H]12)S(=O)(=O)c1ccc(C(F)(F)F)cc1
  4%	i	88	5	2.0
C[C@@H](NC(=O)c1[nH]cnc1C(=O)Nc1cccc(Cl)c1)c1ccccc1
  11%	i	49*	42	45*
COc1cc(OC)cc(-c2c(-c3cccs3)c3cc(-c4ccc(OC)c(OC)c4)ccc3n2C)c1
  15%	i	67	36	1.4
Cc1ccc(NC(=O)C2=CC=CN3CCS(=O)(=O)N=C23)cc1
  2%	i	52	33	0.0
CCc1noc(C)c1C(=O)NNC(=O)COc1ccccc1C
  -2%	i	71	7	0.1
Cc1cc(C)c(NC(=O)C2CC(=O)N(C3CCCC3)C2)c(C)c1 (stereo not given)
  10%	i	55	34	-0.1
COc1cccc(C(=O)OCC(=O)N2CCC(Cc3ccccc3)CC2)c1OC
  4%	i	59	56	2.1
CCN(CC(=O)Nc1ccc2c(c1)OCCO2)C(=O)c1cc(Cl)nc2ccccc12
  1%	i	94	49	-1.3
O=C(Nc1ccccc1C(=O)O)c1cccc(F)c1
  9%	i	64	39	1.3
O=S(=O)(NCCNS(=O)(=O)c1c(F)cccc1F)c1ccc2c(c1)OCCO2
  6%	i	58	11	-3.6
COc1cc(-c2cc(C(=O)OCC(=O)NC3CC3)c3ccccc3n2)cc(OC)c1OC
  -14%	i	62	54	3.2
COc1ccc(CC(=O)NNC(=O)c2ccc(Br)s2)cc1OC
  -6%	i	62	55	-2.5
CCCNC(=O)C(Cc1ccccc1F)NC(=O)c1ccc(C#N)cc1 (stereo not given)
  1%	i	47	36	2.4
Cc1cc(NC(=O)CN2C(=O)N(C)C3(CCCCC3)C2=O)ccc1Br
  7%	i	65	39	5.1

# A portion of the library; rates above refer to the full screens.
